Bioassay records (PubChem BioAssay)
USP17 inh: human USP17-like deubiquitinase inhibition; AID 1645855; A8MUK1; purified USP17, Ub-rhodamine cleavage fluorescence, 3 h; 6.5% of 47,000 active; inhibition, % at 50 µM
USP7 block: inhibitors of human USP7 deubiquitinase; Q93009; purified USP7, Ub-rhodamine cleavage fluorescence; inhibition, % at 20 µM; 0.3% of 47,000 active
USP28 block: blocks human USP28 ubiquitin-rhodamine cleavage. Q96RU2. purified USP28, Ub-rhodamine cleavage fluorescence, 30 min. inhibition, % at 25 µM. 3% of 47,000 active. AID 1645857
USP30 block: inhibitors of human USP30 deubiquitinase; Q70CQ3; purified USP30, Ub-rhodamine cleavage fluorescence; inhibition, % at 25 µM; 5.3% of 47,000 active; AID 1645860
OTUD3 inh: blocks human OTUD3 ubiquitin-rhodamine cleavage; Q5T2D3; purified OTUD3, Ub-rhodamine fluorescence, 2 h; inhibition, % at 25 µM; 0.7% of 47,000 active
UCHL1 inh: blocks human UCHL1 ubiquitin-rhodamine cleavage; AID 1645859; purified UCHL1, Ub-rhodamine cleavage fluorescence; 0.2% of 47,000 active; inhibition, % at 20 µM; P09936
Target sequence (P09936 whole entry, looked up): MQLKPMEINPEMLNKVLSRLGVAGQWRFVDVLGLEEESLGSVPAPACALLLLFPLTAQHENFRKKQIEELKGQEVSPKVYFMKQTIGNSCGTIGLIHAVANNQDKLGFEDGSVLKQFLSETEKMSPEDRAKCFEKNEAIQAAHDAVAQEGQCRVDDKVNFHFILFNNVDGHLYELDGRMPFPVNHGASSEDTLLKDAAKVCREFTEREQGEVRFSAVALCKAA
USP10 inh: human USP10 deubiquitinase inhibition | 1.1% of 47,000 active | inhibition, % at 20 µM | AID 1645856 | purified USP10, Ub-rhodamine fluorescence, 60 min
Target sequence (Q14694 whole entry, looked up): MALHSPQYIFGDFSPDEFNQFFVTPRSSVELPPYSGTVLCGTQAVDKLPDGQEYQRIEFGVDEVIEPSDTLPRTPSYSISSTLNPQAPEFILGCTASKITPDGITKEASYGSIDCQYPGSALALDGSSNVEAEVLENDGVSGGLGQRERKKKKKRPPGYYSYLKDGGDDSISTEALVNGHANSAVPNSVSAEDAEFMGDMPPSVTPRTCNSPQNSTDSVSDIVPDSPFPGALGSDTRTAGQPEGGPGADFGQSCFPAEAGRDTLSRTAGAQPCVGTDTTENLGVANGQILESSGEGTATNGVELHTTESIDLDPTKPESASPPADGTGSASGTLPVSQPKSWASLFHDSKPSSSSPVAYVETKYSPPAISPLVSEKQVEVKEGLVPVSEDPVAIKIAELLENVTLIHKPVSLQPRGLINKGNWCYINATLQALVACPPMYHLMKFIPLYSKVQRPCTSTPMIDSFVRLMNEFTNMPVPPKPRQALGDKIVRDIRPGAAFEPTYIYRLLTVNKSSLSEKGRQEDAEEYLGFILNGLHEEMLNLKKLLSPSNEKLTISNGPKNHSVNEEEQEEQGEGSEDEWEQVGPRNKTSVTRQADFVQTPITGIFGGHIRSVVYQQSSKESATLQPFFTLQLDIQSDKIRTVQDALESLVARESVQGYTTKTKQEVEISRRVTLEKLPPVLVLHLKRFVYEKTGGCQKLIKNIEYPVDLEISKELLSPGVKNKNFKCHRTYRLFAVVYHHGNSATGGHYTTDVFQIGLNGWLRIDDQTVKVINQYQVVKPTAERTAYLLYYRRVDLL
USP8 inh: human USP8 deubiquitinase inhibition; AID 1645853; purified USP8, Ub-rhodamine cleavage fluorescence, 30 min; P40818; 4.2% of 47,000 active; inhibition, % at 20 µM
The depositor's hits bear a star; i = inactive; . = no result given. Rule as the data show it: active = inhibition above about 30%; inactive = the rest.

entry	mol	USP17 inh	OTUD3 inh	USP10 inh	USP28 block
1	CCc1cccc(NC(=O)N2CCC(c3nc(C(=O)N4CCCC4)c(C)o3)CC2)c1	0	0	0	0
2	Cn1c(/C=C/c2ccc([N+](=O)[O-])o2)nc2ccccc2c1=O	-19	-166	-9	-181
3	COc1ccccc1NC(=O)C1CCCN(C(=O)c2ccc(Cl)cc2)C1 (stereo not drawn)	-10	0	-1	0
4	COc1ccc(CCNC(=O)Cn2c(=O)c3sccc3n(Cc3ccccc3C#N)c2=O)cc1OC	12	17	2	12
5	COC(=O)c1ccccc1NC(=O)c1ccc2c(c1)OCCCO2	7	9	9	15
6	O=C(Nc1ccccc1)Nc1cc(C(F)(F)F)ccc1N1CCOCC1	-3	4	8	2
7	O=C1C[C@@H]2[C@@H](OC=C[C@H]2O)O1	-26	-4	-8	-6
8	Cc1cc(CN2C(=O)NC(C)(c3cc4ccccc4o3)C2=O)no1 (stereo not drawn)	-11	-4	-7	-10
9	Cc1cc(C2CCCN2C(=O)Cc2ccccc2Cl)on1 (stereo not drawn)	-6	-1	2	-2
10	O=C1COc2ccc(C(=O)C3CCNCC3)cc2N1	9	10	0	8
11	CCN(CC)C(=O)Cn1c2ccccc2c2nc3n(c(=O)c21)CCCS3	11	14	4	13
12	Nc1cccc(C(=O)CC2(O)C(=O)N(Cc3ccc(Cl)cc3)c3ccccc32)c1 (stereo not drawn)	0	-3	4	6
13	O=C(CN1CCCCC1c1nc(-c2cccc(F)c2)no1)NCc1ccccc1 (stereo not drawn)	-9	7	1	3
14	CCCCC[C@@H](O)[C@H]1C(=O)O[C@H](C)[C@@H](O)/C=C/C=C/C=C\C=C/C=C(\C)[C@@H](O)CC(O)C[C@H](O)C[C@H](O)C[C@H](O)C[C@H](O)C[C@@H]1O (stereo partly drawn)	-12	-3	-5	-25
15	COc1cccc(N2CCN(c3ccc4nnc(CCC(=O)NCc5ccco5)n4n3)CC2)c1	0	-4	-8	-5

entry	UCHL1 inh	USP7 block	USP30 block	USP8 inh
1	1	-1	0	0
2	-115	-108	i	-50
3	-2	-8	2	-6
4	4	2	24	13
5	6	3	18	9
6	1	3	2	-2
7	-9	-136	-155	-67
8	-5	-10	-48	-8
9	-2	0	4	1
10	2	.	15	0
11	1	-4	15	11
12	4	-100	-4	3
13	0	1	22	-28
14	-31	-12	-105	-203
15	-7	-8	2	-9

Values by screen from the entries so far.
USP7 block for nos. 1 to 6 → -1, -108, -8, 2, 3, 3

(further entries)
entry	mol	USP17 inh	OTUD3 inh	USP10 inh	USP28 block
16	Cc1cc(=O)oc2cc(OCC(=O)N3CCC4(O)CCCCC4C3)ccc12 (stereo not drawn)	8	-3	0	0
17	O=C(Nc1ccccc1)N1CCC2(CC1)COCCN(Cc1cccnc1)C2	0	3	1	-4
18	Cc1cc(C(=O)N2CCN(c3ccnc(N4CCN(C(C)C)CC4)n3)CC2)nn1C	-2	0	-2	3
19	CC(C)c1cc(C2CCCN2C(=O)Nc2ccc(F)cc2F)no1 (stereo not drawn)	.	-2	3	-1
20	Cc1cc(NC(=O)CSc2nnc(CN3CCOCC3)n2C)ccc1Cl	0	3	0	2
21	O=C(Cc1ccc(-c2ccccc2)cc1)Nc1ccc(F)cc1	0	-5	8	-1
22	O=C1N(Cc2cccc(Cl)c2)CCN1c1ccc(F)cc1F	0	4	0	48*
23	COc1cccc(C2c3[nH]c4ccccc4c3C[C@H]3C(=O)N(c4ccc5c(c4)OCCO5)C(=O)N23)c1 (stereo partly drawn)	1	-10	-4	-2
24	CCC(C)(C)NC(=O)CN1CCC2(CCC1=O)NC(=O)c1ccccc1O2 (stereo not drawn)	15	16	-1	11
25	CCc1ccccc1NC(=O)Cn1c(-c2ccccc2)nc2c(c1=O)CN(CC)CC2	21	3	-7	0
26	Cc1ccccc1C(=O)N1CCC2(CC1)OCCN2S(=O)(=O)c1ccccc1	0	-3	-3	-7
27	Clc1ccccc1Cn1ncc2c(NCc3cccnc3)ncnc21	0	0	1	10
28	COCCN1CC2(CCN(C(=O)Nc3ccc(Cl)cc3)CC2)C2(CCNC2=O)C1 (stereo not drawn)	-45	-2	-3	-4
29	Cc1c(CC(=O)N2CCC[C@H]2C(=O)O)c(=O)oc2cc(O)ccc12	-11	-6	1	.
30	CCC(=O)N1CCc2ccccc2C1C(=O)NCc1ccc(SC)cc1 (stereo not drawn)	-31	-31	-9	-25

entry	UCHL1 inh	USP7 block	USP30 block	USP8 inh
16	-2	-2	0	0
17	-2	0	-2	-18
18	2	3	-4	-21
19	0	-10	-10	0
20	3	-19	-5	0
21	-1	4	3	2
22	0	-2	9	1
23	3	10	-15	11
24	1	4	29	16
25	0	-28	-6	21
26	-1	-5	-13	0
27	0	-4	-6	1
28	0	-4	-11	-226
29	-3	0	.	-1
30	-7	-78	-113	-9

More structures.
entry	mol	USP17 inh	OTUD3 inh	USP10 inh	USP28 block
31	Cc1cccc(Nc2cc(C3CCCN(CC(N)=O)C3)ccn2)n1 (stereo not drawn)	-9	3	-3	1
32	CCOC(=O)c1cnc(Nc2ccc(F)c(Cl)c2)c2ccccc12	44*	19	0	7
33	O=C(NCc1ccc2c(c1)OCO2)c1ccccc1OCc1ccc(F)cc1	33*	20	14	17
34	O=C(Oc1ccc(-c2nccc(-c3cccs3)n2)cc1)c1ccccc1	28	27	6	0
35	O=C(Nc1nnc2n1CCCS2)c1cccc(Cl)c1	-23	3	2	59*
36	COc1ccc(CNC(=O)C2c3ccccc3C(=O)N(C)C2c2cccs2)cc1 (stereo not drawn)	16	4	-3	6
37	O=C1CC(C(=O)Nc2ccc3c(c2)OCO3)n2nc(SCc3ccccc3)nc2N1 (stereo not drawn)	10	9	33*	11
38	O=c1c2nnn(-c3ccccc3)c2ncn1Cc1c(F)cccc1Cl	0	0	1	-3
39	CN(C)c1cc(-n2cnc(C(=O)NCc3cccc(Cl)c3)c2)ncn1	42*	9	13	9
40	COc1ccc(OC)c(C2CCCN2Cc2nc(N)nc(N)n2)c1 (stereo not drawn)	-19	-12	-9	-9
41	CCC(C(=O)Nc1ncc2c(n1)CC(c1ccccc1)CC2=O)c1ccccc1 (stereo not drawn)	8	14	12	12
42	Cc1ccc(Cl)cc1NC(=O)COC(=O)c1ccccc1OCc1ccc(Cl)cc1	1	9	2	-5
43	CC(C)N1CCOCC2(CCCN(C(=O)c3ccn[nH]3)C2)C1 (stereo not drawn)	-3	-6	6	-6
44	CO[C@@H]1[C@H](OC(=O)/C=C/C=C/C=C/C=C/C(=O)O)CC[C@]2(CO2)[C@H]1[C@@]1(C)O[C@@H]1CC=C(C)C	-46	-15	-6	-17
45	Cc1cccc(NS(=O)(=O)c2ccc(-c3coc(C)n3)cc2)c1	-7	-2	2	0

entry	UCHL1 inh	USP7 block	USP30 block	USP8 inh
31	0	1	-8	-4
32	9	8	18	21
33	5	-1	31*	16
34	2	4	20	6
35	2	2	12	-253
36	3	3	6	22
37	5	12	28	15
38	-2	1	-1	11
39	6	8	26	2
40	-8	-4	-47	-14
41	7	-104	19	2
42	-5	2	17	0
43	0	3	-5	0
44	-16	-16	-75	-87
45	0	0	-53	10

Some of these compounds in order of their number in USP30 block, low to high.
entry	mol	USP17 inh	OTUD3 inh	USP10 inh	USP28 block
31	Cc1cccc(Nc2cc(C3CCCN(CC(N)=O)C3)ccn2)n1 (stereo not drawn)	-9	3	-3	1
38	O=c1c2nnn(-c3ccccc3)c2ncn1Cc1c(F)cccc1Cl	0	0	1	-3
35	O=C(Nc1nnc2n1CCCS2)c1cccc(Cl)c1	-23	3	2	59*

entry	UCHL1 inh	USP7 block	USP30 block	USP8 inh
31	0	1	-8	-4
38	-2	1	-1	11
35	2	2	12	-253

The listing continues.
entry	mol	USP17 inh	OTUD3 inh	USP10 inh	USP28 block
46	CC(Cc1ccccc1)NC(=O)[C@H](C)N1C(=O)N2CCc3c([nH]c4ccccc34)[C@@]2(C)C1=O (stereo partly drawn)	-1	-5	0	-9
47	CNC(=O)c1cnn(-c2cc(-c3nc(C(C)(C)C)no3)ccn2)c1C	0	-1	0	-4
48	Cc1cccc(C)c1NS(=O)(=O)c1ccc(N2CCCC2=O)cc1	-9	-2	-1	-5
49	COc1ccccc1NC(=O)N1CCc2c([nH]c3ccccc23)C1C(F)(F)F (stereo not drawn)	21	16	7	20
50	Cc1ccc(CN2CCC(N3CCN(C(=O)c4c(F)cccc4F)CC3=O)CC2)cc1	-11	-1	-5	0
51	CCOC(=O)C(Sc1ncnc2c1sc1nc(N3CCOCC3)c3c(c12)CC(C)(C)OC3)c1ccccc1 (stereo not drawn)	-1	3	0	0
52	Cc1ccc(C2c3c(C)nn(-c4ccccc4)c3Oc3ncn4nc(-c5ccccc5O)nc4c32)cc1 (stereo not drawn)	16	7	-1	2
53	O=C1C=C(N2CCCCC2)C(=O)N1c1ccc(Cl)cc1	19	3	-2	.
54	O=C(COc1ccc(Cl)cc1)NCc1nnc(SCC(=O)N2CCc3ccccc32)o1	24	9	8	3
55	Cc1ccc(C)c(S(=O)(=O)NCCn2cnc3ccccc32)c1	-17	-14	-3	-24
56	CC1(C)CC(=O)C2=C(C1)Nc1ccccc1NC2c1cn(Cc2ccccc2)c2ccccc12 (stereo not drawn)	19	-3	-10	0
57	O=S(=O)(CCN1CCOCC1)c1ccc(Cl)cc1	1	12	-1	2
58	COc1ccccc1CNC(=O)CSc1nc2ccccc2c(=O)n1-c1ccccc1OC	7	0	4	-29
59	O=C(c1nc(-c2ccc3cc[nH]c3c2)no1)N1CCN(c2nsc3ccccc23)CC1	.	0	-4	-3
60	O=C(NCc1c(-c2ccccc2)nc2n1CCS2)C1CC1	15	5	0	7

entry	UCHL1 inh	USP7 block	USP30 block	USP8 inh
46	1	0	-19	-17
47	-3	-5	1	0
48	0	1	-4	-11
49	9	12	12	20
50	1	8	-2	0
51	1	1	-5	-1
52	0	6	34*	41*
53	2	-6	.	-1
54	1	5	40*	22
55	0	0	-25	0
56	-29	-36	-16	-44
57	-1	2	1	3
58	0	-5	15	-2
59	4	2	10	-21
60	2	6	14	0

Following part:
entry	mol	USP17 inh	OTUD3 inh	USP10 inh	USP28 block
61	COc1ccc(NC(=O)c2ccco2)cc1NC(=O)c1ccc(F)cc1	-9	-1	5	2
62	COc1ccc(CNC(=O)CN2C(=O)C(C)=C(c3ccc(C)cc3)S2(=O)=O)cc1	8	-7	5	58*
63	CC1=C(C(=O)Nc2ccccc2)C(c2ccc(F)cc2)n2nnnc2N1 (stereo not drawn)	0	14	3	5
64	O=C(NCc1ccco1)N1CCc2[nH]nc(-c3ccccc3)c2C1	-13	-12	4	0
65	CCOC(=O)N1CCN(S(=O)(=O)c2ccc(F)c(C(=O)Nc3ccccc3Cl)c2)CC1	2	6	0	5
66	CCOC(=O)NC1CC2(CCCCC2)Oc2ccccc21 (stereo not drawn)	-6	-1	4	-5
67	Cc1cc(-c2cnc(N3CCCC3)nc2[C@H]2CCCO2)on1	-8	-8	-1	-7
68	Cc1ccc(NC(=O)c2cnc(N3CCOCC3)nc2)cc1F	89*	-1	1	27
69	CCNC(=O)C[C@@H]1CCN2C[C@@H]1CCCOc1ccc(N3CCOCC3)cc1CNCC2=O	-20	-14	-2	-15
70	CC(C)CNC(=O)[C@H]1C[C@@H]2CN(C(=O)NCC3CCCCC3)C[C@H]1O2	-17	-3	3	-15
71	Cc1ccc(-n2c(C)c(CNCCc3ccccc3)c(C(=O)O)c2C)cc1	-2	0	-2	-2
72	Cc1ccc(C)c(NC(=O)C2CCN(c3nc4nc[nH]c(=O)c4s3)CC2)c1	-90	-36	-4	-120
73	O=C(COC(=O)c1ccc(Cl)cc1)Nc1ccc2[nH]c(=O)[nH]c2c1	14	16	8	31*
74	COc1ccc(C2CC(=O)c3cnc(NCc4ccco4)nc3C2)c(OC)c1 (stereo not drawn)	6	-4	-2	-1
75	O=C(CN1C(=O)c2ccccc2OC(c2ccccc2)C1=O)c1ccc2c(c1)OCCO2 (stereo not drawn)	12	15	-3	8
76	CCN1CCN(S(=O)(=O)c2ccc3c(c2)NC(=O)CC(C)S3)CC1 (stereo not drawn)	-18	-12	0	-18
77	O=C(Nc1cccc(-c2ccc(N3CCCC3)nn2)c1)c1c(F)cccc1F	31*	12	6	22
78	O=C(C1CCCC1)N1CCN(c2ccccc2)CC(Cc2cnccn2)C1 (stereo not drawn)	13	13	2	2

entry	UCHL1 inh	USP7 block	USP30 block	USP8 inh
61	0	2	-4	0
62	3	2	-10	1
63	3	-11	15	13
64	5	6	-25	14
65	0	5	36*	3
66	1	-7	-1	-3
67	-5	-7	-19	-21
68	0	-43	46*	13
69	-2	0	-5	-53
70	0	0	-15	-40
71	-3	-3	-3	-19
72	-5	-2	-142	-4
73	4	12	74*	34*
74	2	-25	-42	0
75	0	7	26	16
76	-1	-5	-16	1
77	2	4	2	10
78	1	-7	15	19

USP8 inh: what is marked active above
entry	mol	USP17 inh	OTUD3 inh	USP10 inh	USP28 block
52	Cc1ccc(C2c3c(C)nn(-c4ccccc4)c3Oc3ncn4nc(-c5ccccc5O)nc4c32)cc1 (stereo not drawn)	16	7	-1	2
73	O=C(COC(=O)c1ccc(Cl)cc1)Nc1ccc2[nH]c(=O)[nH]c2c1	14	16	8	31*

entry	UCHL1 inh	USP7 block	USP30 block	USP8 inh
52	0	6	34*	41*
73	4	12	74*	34*
